# Rev-RRE block = HIV Rev-RRE protein-RNA interaction inhibition. Rev peptide-RRE RNA binding, FRET. inhibition, % at 8 µM. 0.79% of 97,000 active. AID 704;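 active means inhibition above the screen-wide mean plus 3 SD, cut at about 35% in these data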;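 further: 0% = median DMSO wells and 100% = median Neomycin B control wells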
# Target sequence (P05866 whole entry, looked up): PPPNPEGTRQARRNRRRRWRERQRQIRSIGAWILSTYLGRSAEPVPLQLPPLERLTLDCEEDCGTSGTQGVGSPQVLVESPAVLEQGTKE
#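 Test system: Cy5-tagged RRE RNA duplex with fluorescein-tagged Rev peptide; Probe or stimulus: labelled Rev peptide; Schedule: 5 min preincubation and 15 min binding, 25 °C; Signal: FRET fluorescence readout; Evaluation: % inhibition from 671/540 nm acceptor-to-donor ratio, scaled between controls; Control set: DMSO and neomycin B.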
# PLK1 PBD inh = blocks phosphopeptide binding to human Plk1 polo box domain; P53350; Plk1 PBD phosphopeptide binding, fluorescence polarization; inhibition, %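 (tested at about 20 µM)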; 0.13% of 97,000 active; AID 693; in the data active means inhibition above about 34%, passing the limit was not always enough
# PLAP act = activates human placental alkaline phosphatase; P05187; purified PLAP enzyme, luminescent substrate read-out; active compounds read high; activation fold at 20 µM; 1.2% of 96,000 active; AID 696; in the data active means activation fold above about 2
# Target sequence (P05187 whole entry, looked up): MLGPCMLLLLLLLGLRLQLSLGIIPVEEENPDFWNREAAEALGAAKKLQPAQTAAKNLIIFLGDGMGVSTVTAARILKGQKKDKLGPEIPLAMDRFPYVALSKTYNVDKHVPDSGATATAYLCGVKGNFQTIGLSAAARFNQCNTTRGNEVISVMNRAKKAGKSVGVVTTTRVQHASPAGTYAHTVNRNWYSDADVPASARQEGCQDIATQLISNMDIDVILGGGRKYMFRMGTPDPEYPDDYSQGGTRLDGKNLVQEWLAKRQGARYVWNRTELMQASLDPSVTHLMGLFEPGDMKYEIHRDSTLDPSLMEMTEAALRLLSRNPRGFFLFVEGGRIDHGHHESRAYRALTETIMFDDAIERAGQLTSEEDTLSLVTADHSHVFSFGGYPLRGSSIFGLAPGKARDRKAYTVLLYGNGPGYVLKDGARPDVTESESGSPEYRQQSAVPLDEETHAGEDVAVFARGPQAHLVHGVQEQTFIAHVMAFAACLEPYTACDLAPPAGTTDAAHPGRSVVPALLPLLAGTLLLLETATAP
# S1P2 blocker = antagonists of human S1P2 receptor. inhibition, % at 5 µM. cell-based S1P2 antagonist assay, inhibition at 5 uM. 0.21% of 97,000 active; in the data active means inhibition above about 45%;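 further: CRE beta-lactamase reporter cells expressing human S1P2 stimulated with S1P; 0% = agonist at EC80 alone and 100% = agonist plus reference antagonist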
# Target sequence (O95136 whole entry, looked up): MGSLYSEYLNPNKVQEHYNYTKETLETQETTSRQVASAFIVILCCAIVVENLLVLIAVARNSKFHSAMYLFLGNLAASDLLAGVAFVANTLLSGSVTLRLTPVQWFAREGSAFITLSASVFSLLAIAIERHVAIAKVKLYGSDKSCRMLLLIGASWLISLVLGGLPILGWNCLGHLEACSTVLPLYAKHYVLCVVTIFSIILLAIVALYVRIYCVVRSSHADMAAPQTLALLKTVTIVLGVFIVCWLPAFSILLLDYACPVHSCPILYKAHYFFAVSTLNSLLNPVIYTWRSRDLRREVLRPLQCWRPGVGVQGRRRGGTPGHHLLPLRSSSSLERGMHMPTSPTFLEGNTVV
# S1P2 ag = agonists of human S1P2 receptor. AID 729. O95136. activation, % at 4.5 µM. 0.46% of 97,000 active. S1P2-expressing cell line, agonist reporter read-out; in the data active means activation above about 16%;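 further: 0% = vehicle low control and 100% = maximal reference agonist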
# FAK blocker = blocks human focal adhesion kinase activity. biochemical FAK kinase activity assay. inhibition, %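 (tested at 7 µM)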. 0.84% of 97,000 active. AID 727; in the data active means inhibition above about 19%;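 further: 0% = DMSO and 100% = reference compound high control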
# MT1-MMP txn act = MT1-MMP promoter transcription activation. HT1080 MT1-MMP promoter luciferase reporter, luminescence, overnight; active compounds read high. activation factor at 10 µM. 0.16% of 86,000 active. AID 750;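 active means activation factor of at least 2 for MT1-MMP transcription at 10 µM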
# EphB4 antag = antagonists of human EphB4-ephrin-B2 interaction; P54760; 0.15% of 97,000 active; inhibition, % at 7 µM; AID 720; EphB4 LBD / TNYL-RAW-Alexa532 peptide, fluorescence polarization;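 active means inhibition above the screen-wide mean inhibition plus 3 SD, cut at about 15% in these data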;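 further: 0% = DMSO wells and 100% = excess unlabeled TNYL-RAW peptide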
# PLK1 inh = blocks human PLK1 kinase activity; P53350; recombinant PLK1 kinase, TR-FRET peptide phosphorylation; inhibition, % at 10 µM; 0.53% of 97,000 active; AID 619;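 active means inhibition of 50% or more in the single-concentration screen; inactive means inhibition below 50%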;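 further: 0% = DMSO max control and 100% = H-89 dihydrochloride min control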
# Active calls of the source: *; nt = no result given. Rows are unselected; overall some 3.9% were active at least once.
SMILES,Rev-RRE block,PLK1 PBD inh,PLAP act,S1P2 blocker,S1P2 ag,FAK blocker,MT1-MMP txn act,EphB4 antag,PLK1 inh
CCOC(=O)C1CCN(c2cc(C)nc3cc(-c4cccc(F)c4)nn23)CC1,8,-19,4.9,-1,0,-6,0.9,9,-1
C=CCn1c(SCC(=O)c2[nH]c(C)c(C(C)=O)c2C)nnc1-c1ccncc1,13,-4,1.5,-5,-4,3,1.1,5,1
O=C1OC(C(=O)Nc2nccs2)Cc2ccccc21 (stereo unspecified),8,-14,1,-4,-4,0,nt,4,-6
COc1cc(Cl)cc(C2NC(=O)NC(C)=C2C(=O)NCc2ccccc2)c1O (stereo unspecified),3,1,1,-7,-2,0,1,-5,-6
CC(OC(=O)c1snc(C(=O)NC2CCCCC2)c1N)C(=O)NC1CCCCC1 (stereo unspecified),5,22,nt,-1,-1,2,1.1,3,-2
CCCOC(=O)c1ccc(NC(=O)C2CCCO2)cc1 (stereo unspecified),1,-5,1,6,1,2,1.3,2,-12
CSc1ccc(Cl)c(C(=O)NC2CCCC2)c1,0,1,0.8,7,-2,0,nt,12,-5
Cc1noc(C)c1CSc1ccccc1C(=O)Nc1nccs1,2,-11,1,-6,-2,-5,1,-10,-7
CCOC(=O)N1CCN(C(=O)c2ccc3c(=O)n(Cc4ccc(OC)cc4)c(=S)[nH]c3c2)CC1,2,5,nt,-20,-3,1,1.1,-3,-8
COc1cc(CNC2CCCC2)cc(Cl)c1OCc1ccccc1F,0,-9,2*,5,-2,0,nt,-4,-2
COc1cc(SC)ccc1C(=O)Nc1ccon1,5,0,1,-3,1,3,1.2,-6,-13
CCCCn1nnnc1SCC(=O)N(CC)CC,5,17,0.9,11,-8,-2,1.1,3,-10
CC1=C(C(=O)NCc2ccccc2)C(c2cc(Br)cc(Br)c2OC(C)C)NC(=O)N1 (stereo unspecified),4,16,nt,3,0,-1,1,0,2
C=CCNc1nc(Nc2ccc(OC)cc2)nc(OC)n1,4,3,0.9,-1,-1,4,1.1,3,-11
Cn1c(SCC(=O)Nc2ccc3c(c2)OCO3)nnc1-c1cnccn1,-1,-6,0.9,-5,0,2,1.1,0,-7
O=C(C1CCCN1S(=O)(=O)c1cccc2cccnc12)N1CCc2ccccc2C1 (stereo unspecified),2,14,1,-5,-4,1,1.2,2,-13
COc1cc(NC(=O)c2cc(-n3cnnc3)ccc2Cl)cc(OC)c1,0,-1,0.9,1,-3,1,1.2,-8,-11
COCCCn1c(-c2ccc(OC)cc2)nc2nc3ccccc3nc21,6,-13,0.8,27,-4,-2,1.2,3,3
COc1ccc(-c2cc(C(F)(F)F)nc(NCc3ccco3)n2)cc1OC,9,-13,1.1,-10,1,-1,1.1,-3,-4
Cc1c(C)n(C)c2ccc([N+](=O)[O-])cc12,0,-6,0.9,1,-8,0,1,-3,-3
Cc1ccc(-c2nnc(-c3ccccc3S(=O)(=O)Cc3ccc(Cl)cc3)o2)cc1,-2,-36,0.9,9,-2,-5,nt,4,-5
O=C(Nn1c(O)c(C=C2N=c3ccccc3=N2)sc1=S)c1ccc(Cl)cc1,6,-2,1.1,-3,-8,10,nt,3,-12
COC(=O)c1cc(Br)c(=O)n(Cc2ccc3c(c2)OCO3)c1,7,-4,0.8,2,-2,5,1.1,5,-4
Cc1ccc2nc(NC(=O)COC(=O)CSc3nc(C)cc(C)n3)sc2c1,8,4,1.2,22,-5,3,nt,-1,-9
O=C(CN1C(=O)COc2ccccc21)NCc1ccccn1,4,-27,1,4,-5,-9,1.1,14,-10

# Marked active in PLAP act, of those listed so far:
SMILES,Rev-RRE block,PLK1 PBD inh,PLAP act,S1P2 blocker,S1P2 ag,FAK blocker,MT1-MMP txn act,EphB4 antag,PLK1 inh
COc1cc(CNC2CCCC2)cc(Cl)c1OCc1ccccc1F,0,-9,2*,5,-2,0,nt,-4,-2

# Single records, from the list above. Order of values: Rev-RRE block, PLK1 PBD inh, PLAP act, S1P2 blocker, S1P2 ag, FAK blocker, MT1-MMP txn act, EphB4 antag, PLK1 inh
# Profile of COCCCn1c(-c2ccc(OC)cc2)nc2nc3ccccc3nc21 = 6, -13, 0.8, 27, -4, -2, 1.2, 3, 3
# Profile of COc1cc(CNC2CCCC2)cc(Cl)c1OCc1ccccc1F = 0, -9, 2*, 5, -2, 0, nt, -4, -2

# Next entries follow.
SMILES,Rev-RRE block,PLK1 PBD inh,PLAP act,S1P2 blocker,S1P2 ag,FAK blocker,MT1-MMP txn act,EphB4 antag,PLK1 inh
CCCC(=O)Nc1nc(C)c(-c2csc(Nc3ccc(Cl)cc3)n2)s1,1,10,1,1,-8,1,nt,1,1
COC(=O)c1ccccc1NC(=O)C1CCCN(S(=O)(=O)c2ccc(F)cc2)C1 (stereo unspecified),15,-9,1.6,6,-5,-2,1,2,-16
O=C1CC(SCCc2nc3ccccc3[nH]2)C(=O)N1c1ccc(Cl)cc1 (stereo unspecified),1,-25,1.2,-15,-4,-1,nt,-3,-6
COc1c(C(=O)N2CCCC2)ccc2ccccc12,4,9,0.9,1,-4,-3,1.1,2,-5
Cc1ccc(C(=O)CSc2ncnc3sc4c(c23)CCC(C)C4)cc1 (stereo unspecified),17,-11,nt,-21,0,-3,1.4,-9,-28
Brc1cccc(-c2n[nH]c(-c3ccccc3)n2)c1,-3,-7,1.9,-9,-8,-3,1.6,-3,-16
O=C(CCCCC(=O)NCc1cccs1)NCc1cccs1,6,33,1,-3,0,1,1,2,-20
CC(=O)Cn1c(C(F)(F)F)nc2ccccc21,4,-14,1.1,11,-2,-6,0.9,-2,-1
Cc1cccc(-n2c(C)cc(/C=N/NC(=O)c3ccc(CN4CCOCC4)cc3)c2C)c1,4,-8,5.1,-3,-5,1,nt,-1,-2
O=C1C2C3C=CC(C3)C2C(=O)N1c1ccc2c(c1)CCC2 (stereo unspecified),7,1,1,13,-13,-4,1.1,4,-14
CC(NS(C)(=O)=O)C(c1cccs1)N1CCN(c2ccc(F)cc2)CC1 (stereo unspecified),-2,5,1.2,-9,-7,-5,1.4,-11,-3
Cc1ccc(Oc2cc(N3CCOCC3)nc(-c3ccccc3)n2)cc1,6,-10,0.9,2,-6,-4,nt,-5,-12
Cc1ccccc1N1C(=O)c2ccccc2N2C(=O)c3ccccc3C12 (stereo unspecified),2,-26,0.9,-13,0,0,1.1,1,-9
c1ccc(-c2cn3nc4c(nc3n2)CCCC4)cc1,48*,-4,1.2,11,-1,6,nt,-4,13
CCCc1[nH]nc2c1C(c1ccc(OC)c(Cn3nnc4ccccc43)c1)C(C#N)=C(N)O2 (stereo unspecified),14,-9,1.5,-4,-5,3,1,17*,7
Cc1sc(NC(=O)CN(Cc2ccc(F)cc2)C(=O)C(C)C)c(C(N)=O)c1C,5,3,1,12,-5,-4,nt,1,-13
O=C(O)C(F)(F)S(=O)(=O)O,7,-32,1.2,24,-5,-3,1.1,2,-9
O=C(NC1(C(F)(F)F)NC(=O)N(c2ccc(F)c(Cl)c2)C1=O)c1ccncc1 (stereo unspecified),1,-4,1.2,5,-5,-1,nt,7,-11
CN1C(=O)C(CC(=O)Nc2ccc3c(c2)Cc2ccccc2-3)N(C)C1=O (stereo unspecified),2,-9,1.3,-7,-1,0,1.3,4,-6
O=C(CSc1nnc(C2COc3ccccc3O2)o1)N1CCCc2ccccc21 (stereo unspecified),2,-29,0.8,10,-5,-6,1.2,-2,4
Cc1ccc(-n2c(Cc3cccs3)nnc2SCC(=O)OC(C)C)cc1,8,10,1.6,-10,-1,13,1.1,3,-12
Nc1nc(SCC(=O)Nc2cc(-c3ccccc3)nn2-c2ccccc2)n[nH]1,12,-13,nt,-1,-5,4,nt,6,-2
O=C1c2ccsc2SCCN1Cc1cccc(Cl)c1,9,9,0.8,-13,-6,1,1.1,6,-7
COC(=O)N(C)c1nc2ccccc2s1,5,20,1,-6,-1,-3,1.5,-2,-11
CCCCc1c(O)nc(SCC(=O)N2CCOCC2)n(-c2ccccc2C)c1=O,5,21,1.2,15,-4,-3,1.2,-9,-7

# Later entries:
SMILES,Rev-RRE block,PLK1 PBD inh,PLAP act,S1P2 blocker,S1P2 ag,FAK blocker,MT1-MMP txn act,EphB4 antag,PLK1 inh
CC(C)Sc1nc2c(c(=O)[nH]c(=O)n2C)n1Cc1ccc(Cl)cc1,8,12,0.9,10,-2,-1,1.1,-1,0
CC(=O)C1=C(O)C(=O)N(Cc2cccnc2)C1c1ccc(Cl)cc1Cl (stereo unspecified),8,-19,nt,-2,-11,0,1,3,-5
COc1ccc2c(c1OC)C(=O)N1c3ccccc3C(=O)N(c3ccc(F)cc3)C21 (stereo unspecified),1,28,0.9,28,-3,0,1.1,-3,-16
CCCSc1nnc(CSc2nc3nc(C)cc(C)n3n2)o1,0,22,1.1,-22,-8,-2,nt,0,-5
CSc1ccc(C2C(C#N)=C(N)Oc3cc4c(cc32)OCO4)cc1 (stereo unspecified),13,13,0.9,-6,-3,3,1.1,-2,0
O=C(c1ccccc1)c1nc[nH]c1C(=O)Nc1ccccc1,2,-31,1.1,-3,-3,-3,1,2,-1
CC(=O)N1c2ccc3ccccc3c2C(C)CC12CCCCC2 (stereo unspecified),11,-12,1.2,-26,-7,1,1,-1,1
COC(=O)C(O)(CC(=O)Nc1ccc(OC(F)(F)F)cc1)C(F)(F)F (stereo unspecified),10,-9,1.1,-15,-7,-2,1.2,5,-11
O=C(c1ccc2c3c(cccc13)C(=O)N(O)C2=O)N1CCCCC1,2,8,1,24,-6,-2,1,-4,-5
Cc1ccc(S(=O)(=O)Oc2cccc(N3C(=O)C4CC=CCC4C3=O)c2)cc1 (stereo unspecified),7,-8,1,8,-7,0,nt,-16,-7
Cc1ccc(-c2ccc(=O)n(CC(=O)NCc3ccco3)n2)cc1,-1,-22,1,11,-4,-3,nt,0,-10
Cc1cccc(-c2nc(=S)c3c(n2Cc2ccco2)CCCC3)c1,6,-11,1,4,-5,2,1.1,3,-5
O=C(NCc1ccccc1)N(Cc1nc2ccccc2c(=O)[nH]1)C1CCCC1,4,11,1.3,21,-8,4,1,4,-12
CCc1ccccc1NC(=O)CSc1nnc(Cn2cnc3ccccc32)o1,2,-18,nt,-11,0,-2,1.1,1,-5
Cc1ccc(S(=O)(=O)NCC(=O)OC2CCOC2=O)cc1 (stereo unspecified),6,-9,1.1,15,-1,1,1.1,2,-8
Cc1ccc(NC(=S)NNC(=O)c2ccco2)cc1,5,-14,1.8,-5,-7,-10,nt,-4,3
O=C(NCC1COc2ccccc2O1)c1ccc(Cl)cc1 (stereo unspecified),-3,21,0.8,8,-4,10,1.3,2,-11
Nc1c(C(O)(C(F)(F)F)C(F)(F)F)ccc2ccccc12,7,7,nt,8,-13,-2,1.6,-1,-4
Cc1cccc(NC(=O)c2c(O)c3cccc4c3n(c2=O)CC4)c1,7,13,nt,9,-6,4,1.8,5,-11
O=C(C(Cc1ccccc1)n1cccc1)N1CCCCCC1 (stereo unspecified),-2,-14,1.1,6,-3,-6,1.3,-2,-3
O=C(c1cccnc1)N1CCN(S(=O)(=O)c2ccc3ccccc3c2)CC1,4,-35,1,-11,-6,-1,1.1,4,-7
Cc1c(C(=O)NC(=S)Nc2ccc(NC(=O)c3cccs3)cc2)cccc1[N+](=O)[O-],1,-6,nt,-2,-6,-5,nt,2,-1
O=C(c1cnn2c(C(F)F)cc(C3CC3)nc12)N1CCc2ccccc2C1,7,0,1.2,-15,-3,-2,0.9,1,-15
Cn1cnnc1SCCn1c(N2CCCCC2)nc2c1c(=O)[nH]c(=O)n2C,8,5,0.9,16,-5,2,1.1,-2,1
CC1CC(c2ccccc2)n2nc(NC(=O)CCc3ccccc3)nc2N1 (stereo unspecified),-2,-10,1,1,-7,-2,1.1,5,-10

# In the list so far, these contain a cyano group:
SMILES,Rev-RRE block,PLK1 PBD inh,PLAP act,S1P2 blocker,S1P2 ag,FAK blocker,MT1-MMP txn act,EphB4 antag,PLK1 inh
CCCc1[nH]nc2c1C(c1ccc(OC)c(Cn3nnc4ccccc43)c1)C(C#N)=C(N)O2 (stereo unspecified),14,-9,1.5,-4,-5,3,1,17*,7
CSc1ccc(C2C(C#N)=C(N)Oc3cc4c(cc32)OCO4)cc1 (stereo unspecified),13,13,0.9,-6,-3,3,1.1,-2,0

# Source: PubChem
